# TLR9-MyD88 inh – inhibitors of TLR9-MyD88 association in cells, primary screen, cell-based, CHO, BLA complementation, fluorescence | Toll-like receptor 9 (Homo sapiens) + Myeloid differentiation primary response protein … | CCF4 FRET ratio | inhibition, % at 4.98 µM | actives 0.21% (n = 340,000);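 active = inhibition above the mean over all tested compounds plus 3 SD, cut at about 21% in these data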;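 note: 0% = DMSO only wells and 100% = clavulanate BLA inhibitor control wells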
# TRAIL sens C8 – viability loss with TRAIL in NB7+C8 cells, primary screen, TRAIL sensitizer project, cell-based, ATPlite luminescence; AID 624354, 2012; actives 1% (n = 360,000); inhibition (viability loss, TRAIL sensitization), % at 10 µM;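 active = compounds causing at least 50% loss of cell viability in the single-dose screen, relative to plate controls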
# Vif inh – HIV Vif self-association inhibitors, primary screen, imaging, HEK293T, single point. HEK293T cells, Vif self-association by quenched fluorescence, 24 h. inhibition, % at 7.49 µM. actives 0.35% (n = 340,000); in the data active = inhibition above about 50%, passing the limit was not always enough; note: some results filed as inactive read as strong as hits
# SRC1 inh – SRC1 coactivator transcriptional activity inhibitors, primary screen, cell-based, luminescence. Nuclear receptor coactivator 1 (Homo sapiens), Q15788. HEK293 GAL4-SRC1 luciferase reporter. inhibition, % at 3.6 µM. actives 0.12% (n = 360,000). AID 588354, 2011;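 active = inhibition above the campaign mean plus 3 SD, with each screening campaign given its own cutoff, cut at about 60% in these data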;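 note: 0% = DMSO treated cells and 100% = gossypol at 36 µM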
# Target sequence (Q15788 whole entry, looked up, the tested form may be a part): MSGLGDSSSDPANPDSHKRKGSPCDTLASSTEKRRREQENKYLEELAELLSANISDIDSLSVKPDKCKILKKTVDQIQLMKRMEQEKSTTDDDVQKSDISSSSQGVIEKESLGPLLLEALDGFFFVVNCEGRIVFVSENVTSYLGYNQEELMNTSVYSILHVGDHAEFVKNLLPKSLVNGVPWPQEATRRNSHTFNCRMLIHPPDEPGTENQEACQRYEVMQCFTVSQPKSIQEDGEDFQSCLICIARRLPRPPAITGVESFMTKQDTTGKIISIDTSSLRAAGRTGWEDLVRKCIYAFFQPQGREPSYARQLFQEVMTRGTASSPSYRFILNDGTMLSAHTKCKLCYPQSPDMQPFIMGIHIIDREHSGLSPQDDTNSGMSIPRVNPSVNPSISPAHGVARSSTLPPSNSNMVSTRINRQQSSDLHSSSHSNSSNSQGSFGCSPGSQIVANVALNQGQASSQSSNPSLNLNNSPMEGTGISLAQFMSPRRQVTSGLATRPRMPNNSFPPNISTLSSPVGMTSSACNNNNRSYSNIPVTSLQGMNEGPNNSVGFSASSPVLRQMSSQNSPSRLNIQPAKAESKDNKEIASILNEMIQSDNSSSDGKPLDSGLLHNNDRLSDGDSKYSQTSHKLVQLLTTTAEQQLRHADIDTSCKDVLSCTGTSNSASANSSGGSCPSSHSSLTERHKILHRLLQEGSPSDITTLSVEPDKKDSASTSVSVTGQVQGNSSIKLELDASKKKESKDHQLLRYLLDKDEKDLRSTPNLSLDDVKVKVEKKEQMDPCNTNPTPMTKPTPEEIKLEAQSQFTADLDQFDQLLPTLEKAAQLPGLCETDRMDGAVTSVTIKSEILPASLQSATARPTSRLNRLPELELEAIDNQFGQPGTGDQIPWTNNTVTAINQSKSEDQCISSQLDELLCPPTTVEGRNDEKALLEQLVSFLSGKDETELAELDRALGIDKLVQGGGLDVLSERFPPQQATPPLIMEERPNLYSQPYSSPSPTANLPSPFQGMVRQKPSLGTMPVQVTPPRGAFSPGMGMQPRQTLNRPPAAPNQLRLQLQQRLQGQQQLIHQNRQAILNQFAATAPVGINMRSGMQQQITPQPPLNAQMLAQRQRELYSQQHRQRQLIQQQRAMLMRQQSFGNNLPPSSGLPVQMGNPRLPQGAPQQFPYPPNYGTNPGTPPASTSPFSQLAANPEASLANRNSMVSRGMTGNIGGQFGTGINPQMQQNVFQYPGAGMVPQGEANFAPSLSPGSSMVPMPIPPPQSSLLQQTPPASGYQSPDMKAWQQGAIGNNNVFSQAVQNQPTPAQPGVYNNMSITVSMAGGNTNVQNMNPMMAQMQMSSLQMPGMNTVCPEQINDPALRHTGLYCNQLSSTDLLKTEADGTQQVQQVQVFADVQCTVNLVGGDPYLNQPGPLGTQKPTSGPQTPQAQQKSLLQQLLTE
# NR2F2 inh – NR2F2 transcriptional activity inhibitors, primary screen, cell-based, luciferase reporter, HEK293T, luminescence; inhibition, % at 8.6 µM; HEK293T NGFI-A luciferase reporter; actives 0.7% (n = 370,000); COUP transcription factor 2 (Homo sapiens), P24468;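 active = inhibition above a per-plate cutoff, mean inhibition of test wells between control levels plus 3 SD, cut at about 38% in these data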;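 note: cells cotransfected with COUP-TFII expression vector driving the NGFI-A reporter; 0% = median of COUP-TF2 test wells and 100% = reporter-only cells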
# TROY NFkB inh – inhibitors of TROY-driven NF-kB signaling, primary screen, Q293 LMP1-TROYcd cells, NF-kB luciferase, uHTS; Q293 LMP1-TROYcd NF-kB luciferase reporter, 4 h; inhibition, % at 10 µM; actives 0.98% (n = 360,000); AID 1347056, 2019;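 active = compounds whose plate-normalised and pattern-corrected inhibition of the luciferase reporter signal at the single screening dose is 50% or more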
# SRC3 inh – SRC3 coactivator transcriptional activity inhibitors, primary screen, cell-based, luminescence; Nuclear receptor coactivator 3 (Homo sapiens), Q9Y6Q9; HEK293 GAL4-SRC3 luciferase reporter; inhibition, % at 3.6 µM; actives 0.17% (n = 360,000);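 active = inhibition above a per-campaign cutoff, the mean of all compounds plus 3 SD, cut at about 60% in these data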;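 note: 0% = DMSO-treated cells and 100% = gossypol-treated cells at 36 µM; higher means less SRC3-driven luciferase light from the GAL4 reporter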
# NCOA2 inhibitor – inhibition of GAL4-SRC2 driven luciferase reporter, primary screen, SRC2 inhibitor project, cell-based, luminescence; Nuclear receptor coactivator 2 (Homo sapiens), Q15596; HEK293 GAL4-SRC2 luciferase reporter; inhibition, % at 9 µM; actives 0.17% (n = 370,000); AID 651957, 2012;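 active = inhibition above the mean inhibition of all tested compounds plus 3 SD, set per campaign, cut at about 52% in these data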;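 note: 0% = DMSO treated cells and 100% = cells given Gossypol at 36 µM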
# LMP1 NFkB inh – EBV LMP1-driven NF-kappaB luciferase reporter inhibitors, primary screen, cell-based, luminescence, single point; inhibition, % at 12.5 µM; LMP1-induced NF-kappaB luciferase reporter cells; actives 0.69% (n = 350,000); in the data active = inhibition above about 41%;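 note: 0% = neutral control wells and 100% = reference inhibitor control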
# NOD2 RIPK2 PPI – NOD2-RIPK2 binding disruptors in cells, primary screen, fluorescence, CHO cells, BLA complementation | Receptor-interacting serine/threonine-protein kinase 2 (Homo sapiens), O43353 | CCF4 ratio | inhibition, % at 4.98 µM | actives 0.38% (n = 360,000); in the data active = inhibition above about 21%;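 note: 0% = vehicle only and 100% = reference blocker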
# NR5A2 inv ag – LRH-1 (NR5A2) inverse agonists, primary screen, cell-based, luminescence, HEK293T, StAR-luciferase reporter. Nuclear receptor subfamily 5 group A member 2 (Homo sapiens), O00482. LRH-1 transfected, 24 h. inhibition, % at 3.6 µM. actives 0.13% (n = 360,000). AID 602396, 2012;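 active = inhibition above the mean inhibition of all tested compounds plus 3 SD, cut at about 73% in these data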;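 note: 0% = DMSO wells and 100% = reporter-only cells lacking LRH-1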
# Starred values were filed as active, the others as inactive; i = inactive; / = not tested or not shown.
SMILES,TLR9-MyD88 inh,TRAIL sens C8,Vif inh,SRC1 inh,NR2F2 inh,TROY NFkB inh,SRC3 inh,NCOA2 inhibitor,LMP1 NFkB inh,NOD2 RIPK2 PPI,NR5A2 inv ag
COc1ccccc1NS(=O)(=O)c1cc(NC(=O)Nc2ccc(Cl)cc2Cl)ccc1N1CCCCC1,5,5,16,10,6,5,27,11,25,1,-10
Cc1noc(C)c1S(=O)(=O)N(C)C[C@H]1Oc2c(NC(=O)Nc3ccc(C(F)(F)F)cc3)cccc2C(=O)N([C@H](C)CO)C[C@@H]1C,-1,8,2,3,-13,16,14,17,1,-9,10
CCc1cc2cc(OC)ccc2nc1SCC(=O)Nc1cc(OC)c(OC)cc1C(=O)O,-16,-20,6,-6,-16,20,21,-5,4,-15,6
O=C(Nc1nnc(C(F)(F)F)s1)C1COc2ccccc2O1 (stereo not drawn),3,5,/,-27,-20,-28,-29,-6,-3,2,-44
CC(C)(C)N=Cc1cc(-c2ccccc2)sc1O,-3,15,3,-88,-37,-34,-91,-54,-35,-7,-160
CCn1c(SCC(=O)N/N=C/c2ccc(C)o2)nnc1-c1ccc(C(C)(C)C)cc1,0,5,-7,-16,8,3,22,9,-7,-3,24
O=C(O)C1C2C=CC(C2)C1C(=O)NCCCc1ccccc1 (stereo not drawn),7,2,5,4,5,-9,16,20,-3,-8,1
CC1(C)OC(=O)C2=C(C[C@@H](C3CC3)O[C@H]2CCc2cccc(Cl)c2)O1,/,-2,/,/,-11,-3,/,-2,/,-13,-22
Cc1c(Cl)cccc1NC(=O)Nn1cnnc1,-1,-2,-8,-99,2,-4,4,-10,-12,-1,-9
Cn1c(N)c(C(=O)COC(=O)/C=C/c2cccc(C(F)(F)F)c2)c(=O)n(C)c1=O,-6,5,6,11,5,8,16,2,0,-16,-4
COc1ccc(S(=O)(=O)Nc2ccc(N3CCOCC3)nc2)cc1,4,-8,2,9,-3,-7,9,-25,8,5,6
CC1CCCC/C1=N\Nc1ccc(S(N)(=O)=O)cc1[N+](=O)[O-] (stereo not drawn),-17,-2,-1,-3,12,13,13,-28,-1,-9,20
Cc1ccc(C(=O)NC(=S)Nc2ccc(-c3ccc(CO)o3)cc2)cc1,-2,-4,-2,-30,-32,-70,-14,-11,-3,5,-14
CCCCC(=O)Nc1ccc2c(c1)OCCO2,2,1,1,-38,-19,-22,-37,-25,-5,-1,-39
Cc1ccc(S(=O)(=O)/N=C(\Nc2cc(C)on2)c2ccc(Cl)cc2)cc1,5,3,-12,-23,-5,-21,12,-8,3,-5,-71
CCOc1ccc2nc(C)cc(Nc3cccc([N+](=O)[O-])c3)c2c1,3,21,-4,-10,-35,-22,13,11,-34,-2,37
COc1ccc(CCNC(=O)Nc2nc(C(N)Cc3ccccc3)cs2)cc1OC (stereo not drawn),/,-17,4,5,4,20,8,20,/,-10,8
O=C(NC1CCCc2c1cnn2-c1ccccc1F)c1ccncc1 (stereo not drawn),-7,17,/,24,63*,20,14,1,12,-9,38
Cc1ccc(C(C(=O)NC2CCCC2)N2CCCC(C)C2)cc1 (stereo not drawn),-8,-15,11,-11,-3,9,-5,0,-4,-3,18
O=C(c1ccc(Cl)cc1)c1ccc(OCC(O)CN2CCOCC2)cc1 (stereo not drawn),-2,12,-6,-3,6,26,13,9,1,-9,14
Cc1ccc(C2C(C#N)=C(N)Oc3c2c(=O)n(C)c(=O)n3C)cc1 (stereo not drawn),-3,-10,/,-12,7,-3,9,-11,0,-1,7
C=CCn1c(SCC(=O)Nc2c(C)cccc2C)nnc1-c1cnccn1,-4,-12,-11,-8,-1,-2,-5,-2,1,-4,0
O=C(CCc1nnc(CCCc2ccccc2)o1)NC(C1CC1)C1CC1,5,18,-7,-163,-38,-61,-89,-60,-21,-8,-77
Cc1ccc2nc(-c3ccc(NC(=O)CN4C(=O)c5ccccc5C4=O)cc3)sc2c1,1,47,2,-158,-61,-34,-115,-48,-10,3,-168
CCOC(=O)c1cc(NC(=O)NC2CCCCC2)c(C)nc1C,-5,3,13,8,-3,4,-5,-12,-8,12,2
O=C(Cn1cnc2c(nnn2Cc2ccc(Cl)cc2)c1=O)N1CCCc2ccccc21,5,9,0,-10,10,8,18,5,1,-6,-5
Cc1csc2c(N3CCN(C(=S)Nc4ccc(F)cc4F)CC3)ncnc12,-7,14,-27,8,17,-2,28,7,14,-8,4
CC(=O)N1[C@H](Cc2ccccc2)C=C[C@]1(C)C(=O)NCc1ccc(C)o1,9,-4,/,-32,/,-5,-3,/,1,2,-6
CCOc1ccc(C(=O)CCN2CCCCCC2)cc1,2,4,20,8,-17,6,-10,-29,7,-1,-14
COc1cc(C(=O)NCC(=O)OCC(=O)Nc2nnc(-c3ccccc3)o2)cc(OC)c1OC,7,0,5,-6,5,3,-11,2,-8,-4,-20
CCc1cc(/C(Cc2ccc3ccccc3n2)=N\O)c(O)cc1O,3,-9,-2,-44,-10,5,-41,-2,3,6,-13
Cc1ccnc(N/N=C/c2ccccc2)n1,5,17,26,-80,-30,-21,-66,-59,-6,-2,-102
COc1cc(-c2cc(-c3ccc(N)cc3)[nH]c(=O)c2C#N)cc(OC)c1OC,-8,1,i,-6,-1,-34,-1,-20,7,-2,-27
CCCCc1cc(=O)oc2cc(OS(C)(=O)=O)ccc12,-4,-10,0,-31,3,-16,-22,-19,-4,-12,-6
O=C(c1ccc(C(F)(F)F)cc1)N1CCC(=O)N([C@H](COCc2ccc(Cl)cc2)Cc2ccccc2)CC1,/,18,/,/,19,7,/,12,/,-3,23
COc1ccc(CNC(=O)CCSCc2ccccc2C)cc1,0,-14,-1,-3,16,-11,18,13,-1,-6,-6
Cc1cccc(/C=N/n2c(-c3ccncc3)n[nH]c2=S)c1,0,-10,4,14,6,-18,34,16,-6,-2,16
Cc1cccc(S(=O)(=O)N2CN(CC3CCCO3)c3nc4ccccc4nc32)c1 (stereo not drawn),1,-6,-3,-12,-19,5,-8,-1,-11,8,-29
Nc1ccc(S(=O)(=O)N2CCCC2C(=O)O)cc1 (stereo not drawn),7,-12,11,3,-7,33,3,-25,-4,8,-26
CC1CCCC(NC(=S)NC(=O)c2ccccc2Br)C1C (stereo not drawn),2,-8,3,-9,-6,-24,9,5,0,0,1
O=C(COC(=O)Cn1ccc(=O)[nH]c1=O)Nc1ccc(F)cc1,-8,-7,2,-1,2,8,9,11,-4,-6,-5
CSc1nc(NC(C)(C)C)nc(Oc2ccc(=O)n(C)n2)n1,-2,12,6,-2,-22,-4,6,-19,7,0,-1
CCOC(=O)c1c(-c2ccc3ccccc3c2)csc1NC(=O)CCCC(=O)O,-4,0,/,7,24,20,-30,-20,1,-8,1
CCn1c(COc2ccc(=O)n(-c3ccccc3)n2)nnc1SCC(=O)OC,-5,-7,2,-4,9,-3,11,-4,-6,4,1
Cn1c(NCCCO)nc2c(c1=O)C1(CCCCC1)Cc1ccccc1-2,-3,13,1,7,14,1,-16,-7,0,3,-8
CCOC(=O)N1CCN(C(=O)C(NC(=O)c2ccco2)C(C)C)CC1 (stereo not drawn),4,-7,10,-15,3,-3,1,10,-7,-3,2
Cc1ccc(S(=O)(=O)c2nc(-c3ccccc3)oc2NCc2cccnc2)cc1,-3,-4,2,-5,-2,-3,3,-3,-13,3,12
O=C1C=C(c2ccccc2)C(O)(c2ccccc2)C1 (stereo not drawn),-4,2,24,1,-3,2,5,-8,1,0,7
O=C(Cn1cnc2c(NCc3ccccc3)ncnc21)NCc1ccc2c(c1)OCO2,-6,14,14,-28,-28,5,-5,24,-1,3,-8
Cc1cc2cc(CN(CCN(C)C)C(=S)NCc3ccco3)c(=O)[nH]c2cc1C,0,-6,-1,-35,19,7,2,-16,-9,-5,0

# Continuation:
SMILES,TLR9-MyD88 inh,TRAIL sens C8,Vif inh,SRC1 inh,NR2F2 inh,TROY NFkB inh,SRC3 inh,NCOA2 inhibitor,LMP1 NFkB inh,NOD2 RIPK2 PPI,NR5A2 inv ag
N#CCCN(C(=O)COC(=O)CCC(=O)c1ccc(F)cc1)c1ccccc1,7,-2,-3,-9,15,-6,4,0,3,-11,-1
C/C(=N\NC(=O)CC1N=C(Cc2ccccc2)NNC1=O)c1ccc(Cl)cc1Cl (stereo not drawn),-3,18,/,-1,-10,2,9,-5,1,-2,-9
Cc1nc([N+](=O)[O-])c(Sc2nc3ccccc3[nH]2)n1Cc1ccccc1,-11,0,8,-4,4,7,36,43,4,-6,23
COc1ccc(-c2[nH]ncc2Oc2ccccc2OC)c(O)c1,-5,7,-2,-7,15,11,6,7,2,4,5
CCOc1ccccc1N(C)C(=O)Cn1ncc2c([nH]c3ccccc32)c1=O,-3,5,-3,3,9,14,12,-37,-4,-3,-1
COc1ccccc1NC(=O)C(C)n1cnc2c(oc3nc4c(cc32)CCCC4)c1=O (stereo not drawn),7,-4,3,12,15,-8,-17,-1,/,-4,11
COCCNC(=O)C1(C)CCCN(Cc2cc3ccccc3o2)C1 (stereo not drawn),/,-3,3,10,18,0,-18,13,/,3,-26
C=CCc1cc(Cl)ccc1OCCNCCCOC,2,28,9,2,-2,0,-29,6,4,2,2
O=C(CCn1c(=O)[nH]c2ccccc2c1=O)N1CC=C(c2ccccc2)CC1,-5,-15,-6,-24,-3,-9,-1,2,2,-11,-4
COc1ccc(S(=O)(=O)N2CCCCC2c2cc(C(=O)NCc3ccccc3)no2)cc1 (stereo not drawn),/,-10,-9,3,7,1,-4,-14,/,-2,-22
CSCCC(NC(=O)c1ccco1)C(=O)OCC(=O)N(Cc1ccccc1)C(C)(C)C (stereo not drawn),-12,-12,/,31,-16,-17,12,-7,4,3,-11
COc1ccc(OC)c(CN2C(=O)c3ccccc3C2c2nnnn2-c2c(C)cccc2C)c1 (stereo not drawn),/,17,/,/,11,-4,/,-3,/,-11,-15
COc1nccc(C(F)(F)F)c1C(=O)NC(=O)Nc1ccccc1,-2,5,-11,-3,1,-12,29,12,4,5,8
O=C(CN1C(=O)NC2(CCCCCC2)C1=O)Nc1ccc2c(c1)CCC2,-1,-4,13,5,-15,5,4,15,7,5,16
CN(C)S(=O)(=O)N1CCc2ccccc2C1,1,-2,-3,1,-17,12,-10,5,-7,0,19

# Not all compounds are listed; count on the stated rates, not on these rows.
